Compound activity from PubChem.
SSB-PriA inh: inhibitors of Klebsiella pneumoniae PriA binding to SSB C-terminal tail, primary screen, biochemical, AlphaScreen; PriA–SSB C-terminal tail interaction (Klebsiella pneumoniae); 430,000 compounds, 0.6% hits; AlphaScreen SSBct-PriA binding, biotinylated peptide; inhibition, % at 33 µM; in the data active = inhibition mostly above about 37%, no sharp cut-off; inactive = mostly below about 20%;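 note: plate controls were negative control peptide for no effect and reference peptide for full effect; strong numbers were not always called active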
Active calls of the source: *; & = joins results of further samples.

Results for CCOc1coc(C(=O)Nc2cccc(C(C)=O)c2)cc1=O ?
SSB-PriA inh: -12&-8

Results for O=C(Nc1ccccc1Cc1nc(-c2ccncc2)no1)c1ccccc1Br ?
SSB-PriA inh: -21

How did COC(=O)c1cc(-c2ccc(Cl)cc2)n(C(=O)OC)n1 do in these assays?
SSB-PriA inh: -6

Results for N#Cc1nccnc1N1CCC(CNC(=O)c2cc(=O)c3ccccc3o2)CC1 ?
SSB-PriA inh: -11

What do the screens show for `NC(=NOC(=O)c1ccc2ccccc2c1)c1ccccn1`?
SSB-PriA inh: -6

Results for CN(C)CCCN1C(=O)c2ccc(C(=O)O)cc2C1=O ?
SSB-PriA inh: 0

Results for NC(=NOC(=O)c1ccccc1Cl)c1cccnc1 ?
SSB-PriA inh: -2

What do the screens show for `CCOc1cc(C=NNC(N)=O)cc(Br)c1OC(C)C`?
SSB-PriA inh: 5

What do the screens show for `Cc1cccc(-c2n[nH]c(=S)o2)c1`?
SSB-PriA inh: 2

What do the screens show for `COC(=O)c1sc(-c2ccccc2)cc1NC(=O)C1CCCN1S(C)(=O)=O` (stereo not given)?
SSB-PriA inh: -10

What do the screens show for `CCOc1ccccc1NC(=O)NC[C@](C)(O)c1ccc(-c2ccccc2)cc1`?
SSB-PriA inh: -3

What do the screens show for `CCCCn1c(=O)[nH]c2c(c1=O)CCC2`?
SSB-PriA inh: -6

How did NC(=O)c1cc2ccccc2oc1=NNC(=O)c1cccc(Cl)c1 do in these assays?
SSB-PriA inh: -8

What do the screens show for `O=C(NCCn1ccc(-c2ccccn2)n1)c1ccco1`?
SSB-PriA inh: -12

How did CCc1cc(CC)c(C=NNC(N)=O)c(CC)c1C=NNC(N)=O do in these assays?
SSB-PriA inh: 5

What do the screens show for `O=C(CC12CC3CC(CC(C3)C1)C2)NN=Cc1ccncc1`?
SSB-PriA inh: -10

Results for CC(=O)N1CCC(C(=O)NCC#CCOc2ccc3c(c2)OCO3)CC1 ?
SSB-PriA inh: -6

How did CCC(=O)Nc1c(C)nc2scc(C)n2c1=O do in these assays?
SSB-PriA inh: 13

How did Cn1cnc(S(=O)(=O)Nc2cnn(C3CCOC3)c2)c1 (stereo not given) do in these assays?
SSB-PriA inh: 2

How did CC1(C)Cc2cccc(OCC(=O)N3CC(n4cc(CN5CCCC5=O)nn4)C3)c2O1 do in these assays?
SSB-PriA inh: -3

How did CS(=O)(=O)N1CCC(CSCc2ccco2)CC1 do in these assays?
SSB-PriA inh: -2

Results for CCOC(=O)c1ccc(NC(=O)CC2CCCCN2S(=O)(=O)c2ccc(OC)cc2)cc1 (stereo not given) ?
SSB-PriA inh: -2

Results for Cc1ccc(S(=O)(=O)ON=C2CCCc3occc32)cc1 ?
SSB-PriA inh: -11

Results for CCOC(=O)Oc1ccc2oc(-c3ccc(OC)cc3)c(C(=O)OCC)c2c1 ?
SSB-PriA inh: -4

How did CC(=O)Nc1cccc(C2=NN(C(=O)c3cccs3)C(c3ccco3)C2)c1 (stereo not given) do in these assays?
SSB-PriA inh: -7

Results for Cc1c(Cl)cccc1NC(=O)C(=O)NC[C@](C)(O)c1cc2ccccc2s1 ?
SSB-PriA inh: -3

How did O=C1/C(=C/c2ccc(OS(=O)(=O)c3ccc4c(c3)OCCO4)cc2)SC(=S)N1c1ccccc1 do in these assays?
SSB-PriA inh: 6

How did CC(C)(C)c1cc(NC(=O)C2(c3ccccc3)CCOCC2)on1 do in these assays?
SSB-PriA inh: -11

Results for O=S(=O)(NCc1ccc2c(c1)OCO2)c1ccc(F)c(Cl)c1 ?
SSB-PriA inh: -6

Results for O=C(NCCc1csc2nc(-c3ccc(F)cc3)nn12)C(=O)Nc1ccc2c(c1)OCCO2 ?
SSB-PriA inh: -1

Results for O=C(NCc1ccc(C(=O)c2cccs2)s1)C(=O)Nc1ccc2c(c1)OCO2 ?
SSB-PriA inh: -9

How did NC1CCN(c2ccccn2)C1 (stereo not given) do in these assays?
SSB-PriA inh: -1

Results for COc1ccc(C=NNC(=O)c2ccoc2C)cc1COc1c(C)cccc1C ?
SSB-PriA inh: 5

Results for O=C(NCCC1=CCCCC1)c1c[nH]c(=O)n(Cc2ccc3c(c2)OCO3)c1=O ?
SSB-PriA inh: -18

How did Cc1ccccc1NC(=O)NCc1cc(-c2ccncc2)n(C2CCCC2)n1 do in these assays?
SSB-PriA inh: 7

How did Cc1ccc(Nc2nc(N3CCC(Cc4ccccc4)CC3)nc3c2cnn3-c2ccccc2)cc1C do in these assays?
SSB-PriA inh: -10

What do the screens show for `Cc1cc(NC(=O)c2ccno2)n(-c2nc3ccccc3s2)n1`?
SSB-PriA inh: -1

Results for CCn1nnc2c(SCC(=O)NC[C@H]3CCCO3)ncnc21 ?
SSB-PriA inh: -4

How did CC1CCC(NC(=O)c2cn[nH]n2)CC1 (stereo not given) do in these assays?
SSB-PriA inh: -8

Results for COc1ccc(Cl)cc1NC(=O)CSc1ncnc2c1nnn2Cc1ccccc1 ?
SSB-PriA inh: 3

What do the screens show for `Cc1csc(NC(=O)C2CCN(c3cc(C4CC4)ncn3)CC2)n1`?
SSB-PriA inh: -10

Results for O=S(=O)(NCCOc1ccc2c(c1)OCO2)c1ccc(-c2ccccc2)cc1 ?
SSB-PriA inh: 31

Results for Cc1cc(C(F)(F)F)nc(CCNC(=O)c2ccccn2)n1 ?
SSB-PriA inh: -4

Results for COc1ccccc1NC(=O)N1CCC(CNC(=O)C2CCN(S(C)(=O)=O)CC2)CC1 ?
SSB-PriA inh: -17

What do the screens show for `Cc1onc(-c2ccccc2Cl)c1C(=O)NCCc1ccc(N(C)C)cc1`?
SSB-PriA inh: 15

What do the screens show for `CCOc1coc(C(=O)NC(C)c2ccccc2)cc1=O` (stereo not given)?
SSB-PriA inh: -19

How did CCc1cc(S(=O)(=O)NC2CC(C)(C)NC(C)(C)C2)ccc1OC do in these assays?
SSB-PriA inh: -3

Results for Cc1ccc(S[C@@H](Cc2ccccc2)C(=O)O)cc1 ?
SSB-PriA inh: -21

How did NC(=O)C1CCN(C(=O)c2ccc3c(=O)n(-c4ccc(F)cc4)c(SCc4cccc(F)c4)nc3c2)CC1 do in these assays?
SSB-PriA inh: -2&5

How did O=C(ON=C1CCCCC1c1ccc([N+](=O)[O-])cc1[N+](=O)[O-])c1c(F)cccc1F (stereo not given) do in these assays?
SSB-PriA inh: 15

Results for CCOC(=O)c1ccc(-n2c(C)cn3c4c(=O)n(C(C)C(C)=O)c(=O)n(C)c4nc23)cc1 (stereo not given) ?
SSB-PriA inh: -13

How did CSCCC(C(O)=C(C#N)c1nc2ccccc2[nH]1)N1C(=O)c2ccccc2C1=O (stereo not given) do in these assays?
SSB-PriA inh: 13

What do the screens show for `CN(C)c1cccc(C(=O)NC[C@H](O)c2cn(C)c3ccccc23)c1`?
SSB-PriA inh: 6

How did COc1ccccc1NC(=O)CCc1ccc(-c2ccc(Cl)cc2)o1 do in these assays?
SSB-PriA inh: 23

Results for O=C(NCC(c1ccco1)N1CCc2ccccc21)C(=O)Nc1ccccc1[N+](=O)[O-] (stereo not given) ?
SSB-PriA inh: 42*

Results for O=C(N[C@H]1CCN(c2ccccn2)C1)c1cc(-c2ccccc2)on1 ?
SSB-PriA inh: -8

How did Cc1ccc(NC(=O)CSc2nc3c(c(=O)[nH]2)CN(Cc2ccccc2)CC3)c(Br)c1 do in these assays?
SSB-PriA inh: -8

How did Cc1ccc(-c2nnc(NCCCN(C)C)c3ccccc23)cc1 do in these assays?
SSB-PriA inh: -2

What do the screens show for `CCN1CCc2c(sc3c2C(=O)NC(c2ccccn2)N3)C1` (stereo not given)?
SSB-PriA inh: 49

What do the screens show for `COc1ccc(C(C)=NNC(=O)C(c2ccncc2)N2CCOCC2)cc1` (stereo not given)?
SSB-PriA inh: 6

What do the screens show for `COc1nn(C)cc1C(=O)Nc1ccc(C(=O)N2CCN(C(=O)c3ccco3)CC2)cc1`?
SSB-PriA inh: 2

How did CCOc1ccc(N2C(=O)N(Cc3cccc(C)c3)c3ccccc3S2(=O)=O)cc1 do in these assays?
SSB-PriA inh: -12

What do the screens show for `CC(C)Sc1ccc(CC(=O)N2CCN(CCn3ccnc3-c3ccccc3)CC2)cc1`?
SSB-PriA inh: 2

Results for O=C(NC[C@H](O)c1ccc2c(c1)CCO2)c1ccc(Cl)s1 ?
SSB-PriA inh: -12

How did C#CCn1c(=NC(=O)c2ccco2)sc2cc(OC)c(OC)cc21 do in these assays?
SSB-PriA inh: -5

What do the screens show for `COc1ccc(OC)c(-c2nnc(NC(=O)CCc3ccccc3)s2)c1`?
SSB-PriA inh: 4

Results for COc1ccc(OC)c(S(=O)(=O)Nc2cccc(-c3cnc4n3CCC4)c2)c1 ?
SSB-PriA inh: 10

Results for COc1ccccc1[C@H](CNC(=O)Nc1ccc(C(F)(F)F)cc1)OC ?
SSB-PriA inh: -10

What do the screens show for `COC(=O)c1ccc(C(=O)NCC[C@@H](CCO)c2ccccc2)cc1`?
SSB-PriA inh: 0

What do the screens show for `O=C(Nc1ccccc1)Nc1nc(C(=O)NCc2cccs2)cs1`?
SSB-PriA inh: 0

How did CCN1C(=O)/C(=C/c2cc3ccccc3nc2N2CCOCC2)SC1=S do in these assays?
SSB-PriA inh: 1

How did CC(C)(CO)NCCCCn1c2ccccc2c2ccccc21 do in these assays?
SSB-PriA inh: -7&3

How did COc1ccc(S(=O)(=O)NCC(c2cccn2C)N2CCCC2)cc1F (stereo not given) do in these assays?
SSB-PriA inh: 13

How did CN(C)C(CNC(=O)Nc1ccc2c(c1)OCO2)c1ccsc1 (stereo not given) do in these assays?
SSB-PriA inh: -7

What do the screens show for `COc1ccc(CCNC(=O)Nc2c[nH]c3ccccc23)cc1OC`?
SSB-PriA inh: 6

What do the screens show for `CN(C)c1ncc(NC(=O)c2cccc(C(F)(F)F)c2)cn1`?
SSB-PriA inh: -19

Results for O=C(NCc1ccccc1Cl)c1ccc2c(=O)nc3c(-c4ccccc4)n[nH]n3c2c1 ?
SSB-PriA inh: -10

What do the screens show for `CCOc1ccc2ccccc2c1C(=O)NCc1cc(C)oc1C`?
SSB-PriA inh: 1

How did O=C(Nc1nc(CCC(=O)N2CCN(c3cccc(C(F)(F)F)c3)CC2)cs1)c1ccco1 do in these assays?
SSB-PriA inh: -22

What do the screens show for `NC(=NOC(=O)c1cccc(Cl)c1)c1ccncc1`?
SSB-PriA inh: -13

Results for Cc1c(Cc2ccc3c(c2)OCO3)sc(NC(=O)/C=C/c2ccc([N+](=O)[O-])s2)c1C#N ?
SSB-PriA inh: -7

How did CCOc1cc(C=NNC(=O)C2CCCC2)ccc1OC(C)C do in these assays?
SSB-PriA inh: -2

Results for O=C(CCC1=NS(=O)(=O)c2ccccc2N1)N1CCN(c2ccccc2F)CC1 ?
SSB-PriA inh: -4

What do the screens show for `CCOc1ccc(S(=O)(=O)N2CCC(C(N)=O)CC2)c(OCC)c1`?
SSB-PriA inh: 3

How did CCc1nnc(NC(=O)CSc2ncnc3c2cnn3-c2cccc(Cl)c2)s1 do in these assays?
SSB-PriA inh: -5

How did O=C(NCCCn1nc(-c2ccccc2)ccc1=O)c1ccc(=O)[nH]n1 do in these assays?
SSB-PriA inh: 0

What do the screens show for `CC(C)CS(=O)(=O)C1CN(C(=O)c2cc3cc(F)ccc3s2)C1`?
SSB-PriA inh: -6

How did COc1ccc(Cl)cc1NC(=O)NCCn1cnc(C)cc1=O do in these assays?
SSB-PriA inh: -10

Results for O=C(Nc1cccc(-c2cn3ccccc3n2)c1)c1cccc(F)c1 ?
SSB-PriA inh: 4

What do the screens show for `Cc1ccc(-n2c(C)cc(C=c3sc4nc5ccccc5n4c3=O)c2C)cc1`?
SSB-PriA inh: 2

Arranged by count of non-hydrogen atoms (low to high): 12 of the compounds above
How did NC1CCN(c2ccccn2)C1 (stereo not given) do in these assays?
SSB-PriA inh: -1

Results for Cc1ccc(S[C@@H](Cc2ccccc2)C(=O)O)cc1 ?
SSB-PriA inh: -21

Results for O=S(=O)(NCc1ccc2c(c1)OCO2)c1ccc(F)c(Cl)c1 ?
SSB-PriA inh: -6

How did CC(C)(CO)NCCCCn1c2ccccc2c2ccccc21 do in these assays?
SSB-PriA inh: -7&3

What do the screens show for `CCOc1ccc(S(=O)(=O)N2CCC(C(N)=O)CC2)c(OCC)c1`?
SSB-PriA inh: 3

What do the screens show for `CN(C)c1cccc(C(=O)NC[C@H](O)c2cn(C)c3ccccc23)c1`?
SSB-PriA inh: 6

How did O=C(NCCCn1nc(-c2ccccc2)ccc1=O)c1ccc(=O)[nH]n1 do in these assays?
SSB-PriA inh: 0

What do the screens show for `Cc1onc(-c2ccccc2Cl)c1C(=O)NCCc1ccc(N(C)C)cc1`?
SSB-PriA inh: 15

Results for O=C(NCc1ccc(C(=O)c2cccs2)s1)C(=O)Nc1ccc2c(c1)OCO2 ?
SSB-PriA inh: -9

Results for CCOC(=O)c1ccc(NC(=O)CC2CCCCN2S(=O)(=O)c2ccc(OC)cc2)cc1 (stereo not given) ?
SSB-PriA inh: -2

How did O=C(Nc1nc(CCC(=O)N2CCN(c3cccc(C(F)(F)F)c3)CC2)cs1)c1ccco1 do in these assays?
SSB-PriA inh: -22

How did O=C1/C(=C/c2ccc(OS(=O)(=O)c3ccc4c(c3)OCCO4)cc2)SC(=S)N1c1ccccc1 do in these assays?
SSB-PriA inh: 6

The listing continues.
What do the screens show for `Cc1ccc(NC(=O)CSc2c(C)[nH]c3ccccc23)c(C)c1`?
SSB-PriA inh: 3

What do the screens show for `C/C(C=NNC(=O)c1cc(-c2ccc(C)s2)[nH]n1)=C\c1ccccc1`?
SSB-PriA inh: -18

What do the screens show for `COC(=O)CSc1nnc(CNC(=O)c2cccc(F)c2)n1-c1ccccc1OC`?
SSB-PriA inh: -19

How did O=C(CNS(=O)(=O)c1ccc(F)cc1)N1CCOC(c2ccccc2)C1 (stereo not given) do in these assays?
SSB-PriA inh: -10

Results for O=S1(=O)N=C(SCc2cccnc2)Nc2ccc(F)cc21 ?
SSB-PriA inh: -26

What do the screens show for `Cc1cc(OC2CCN(C(=O)C3CCC3)CC2)cc(=O)o1`?
SSB-PriA inh: 1

How did Cc1ccc(S(=O)(=O)N2CCC(C(=O)Nc3nc4c(s3)-c3cccc5cccc-4c35)CC2)cc1 do in these assays?
SSB-PriA inh: 4

What do the screens show for `O=C(Cn1cnc(-c2ccc(F)cc2)cc1=O)NCCC(c1ccccc1)c1ccccc1`?
SSB-PriA inh: -3&-3

A portion of the library; count on the stated rates, not on these rows.
